Source: PubChem BioAssay (National Center for Advancing Translational Sciences (NCATS))
ELG1 DNA repair – inhibitors of ELG1-dependent DNA repair in HEK293T cells. 330,000 tested, 2.3% active. HEK293T ELG1-luciferase reporter, luminescence, 16 h; DNA damage induced by 5-fluorouridine. Potency, µM (top dose mostly 46.1 µM), without a hit: at the top dose activity change, negative = inhibition, actives largely listed as inhibitors. AID 504467; further: potency means the concentration at half of the fitted maximal effect; on the % scale 0 is the no-effect control and ±100 the full control effect; nearly all actives have a fitted effect of over 55% in size
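HEK293T cells expressing luciferase-tagged ELG1 (2,000/well) received 5-Fluorouridine plus compound or DMSO for 16 hr at 37 °C. Luciferase was read by ONE-Glo luminescence after 30 min at room temperature.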
Rab9 prom act – activators of Rab9 promoter; Huh7 Rab9 promoter-luciferase reporter, luminescence, 24 h; Potency, µM (doses to about 9.22 µM), for inactives: at the top dose activation, negative = inhibition, actives largely listed as activators; 320,000 tested, 2.8% active; AID 485297; further: potency means the concentration at half of the fitted maximal effect; % of control where 0% means no effect; nearly all actives have a fitted effect of over 60% in size
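Luciferase signal after 10 min detection reagent at ambient indicates Rab9 promoter upregulation; stably transfected Huh7 cells were treated 24 h with compound in DMSO at 37 °C, 5% CO2.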
PKM2 activator – increases activity of human pyruvate kinase M2; P14618; Potency, µM (top dose mostly 57.5 µM), for inactives: top-dose activation, usual class: activators; 260,000 tested, 0.34% active; AID 1631; purified PKM2, Kinase-Glo ATP luminescence, activation; response scale: 0% is enzyme alone, no compound; further: potency means the concentration at half of the fitted maximal effect; on the % scale 0 is the no-effect control and ±100 the full control effect; nearly all actives have a fitted effect of over 55% in size
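Purified hPK-M2 (>95%) run at intermediate activity with 0.1 mM ADP and 0.5 mM PEP in 50 mM imidazole pH 7.2, KCl, MgCl2; 1 h room temperature. ATP formed read by Kinase-Glo luminescence; normalized to uninhibited and no-enzyme controls.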
MBNL1-CUG inh – inhibitors of human MBNL1 binding to CUG repeat RNA; Q9NR56; TR-FRET MBNL1-His/biotin-(CUG)12 binding, 665/545 ratio; Potency, µM (top dose mostly 57.5 µM), for the others: top-dose activity change, negative = inhibition, most hits filed as inhibitors; 280,000 tested, 0.036% active; AID 2675; active means well fitted inhibition curve with a large enough effect in the signal ratio, with a control signal flat, not every such curve was filed as active; inconclusive means small, poorly fitted or top-dose-only effect, or effect the other way, or a change in a side signal; inactive means no such curve, though single readings can be large or run the other way; the % refers to the signal ratio; further: potency means the concentration at half of the fitted maximal effect; on the % scale 0 is the no-effect control and ±100 the full control effect
Target sequence (Q9NR56 whole entry, looked up): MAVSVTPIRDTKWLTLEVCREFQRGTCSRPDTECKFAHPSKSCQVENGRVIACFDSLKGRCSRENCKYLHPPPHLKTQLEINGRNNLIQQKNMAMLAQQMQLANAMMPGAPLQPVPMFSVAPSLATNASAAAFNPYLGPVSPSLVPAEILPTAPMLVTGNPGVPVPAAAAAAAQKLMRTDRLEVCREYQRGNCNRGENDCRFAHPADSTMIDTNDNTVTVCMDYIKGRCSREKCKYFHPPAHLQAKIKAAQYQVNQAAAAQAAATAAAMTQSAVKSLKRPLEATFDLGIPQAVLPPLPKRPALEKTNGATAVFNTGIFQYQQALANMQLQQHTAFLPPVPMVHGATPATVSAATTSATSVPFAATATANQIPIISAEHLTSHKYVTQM
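His-tagged MBNL1 binding to biotinylated (CUG)12 RNA was measured by TR-FRET using terbium anti-His antibody (0.055 ng/ul final) and streptavidin-XL665 (5 nM final). Compounds were titrated 92 nM to 58 uM; 60 min at room temperature.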
Menin MLL FP TR – displaces Texas Red mutant MLL peptide from human menin; O00255; Menin + Texas Red MLL mutant peptide, fluorescence polarization; Potency, µM (series often up to 61.6 µM), without a hit: at the top dose FP activity change, negative = inhibition, hits mostly inhibitors; 270,000 tested, 0.23% active; active means well fitted inhibition curve with a large enough effect in the polarisation, with a control signal flat, not every such curve was filed as active; inconclusive means small, poorly fitted or top-dose-only effect, or effect the other way, or a change in a side signal; inactive means no such curve, though single readings can be large or run the other way; the % refers to the polarisation; further: potency means the concentration at half of the fitted maximal effect; % of control where 0% means no effect; many of its hits are not listed in these tables
Target sequence (O00255 whole entry, looked up): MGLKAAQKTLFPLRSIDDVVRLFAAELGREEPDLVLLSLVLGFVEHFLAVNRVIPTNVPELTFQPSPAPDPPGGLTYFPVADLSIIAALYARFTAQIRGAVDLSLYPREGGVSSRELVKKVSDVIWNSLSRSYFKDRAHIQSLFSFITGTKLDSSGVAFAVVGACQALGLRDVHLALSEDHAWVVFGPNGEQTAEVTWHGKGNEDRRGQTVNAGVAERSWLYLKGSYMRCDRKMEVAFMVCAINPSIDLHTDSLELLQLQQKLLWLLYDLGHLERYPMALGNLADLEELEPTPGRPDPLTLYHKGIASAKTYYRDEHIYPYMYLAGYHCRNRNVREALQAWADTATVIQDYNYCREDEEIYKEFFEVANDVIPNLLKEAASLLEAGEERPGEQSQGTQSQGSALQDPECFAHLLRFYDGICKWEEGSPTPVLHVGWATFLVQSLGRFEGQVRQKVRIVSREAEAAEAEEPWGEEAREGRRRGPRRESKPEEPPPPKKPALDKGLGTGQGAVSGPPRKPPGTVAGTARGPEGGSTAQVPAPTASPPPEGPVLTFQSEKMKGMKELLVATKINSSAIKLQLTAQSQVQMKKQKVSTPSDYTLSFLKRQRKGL
FLuc counter – inhibits or activates purified firefly luciferase, miR-21 counter-screen; P08659; purified FLuc, Km substrates, luminescence inhibition; Potency, µM (doses to about 57.5 µM), without a hit: at the highest dose activity change, negative = inhibition, hits mostly inhibitors; 360,000 tested, 6.9% active;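 further: potency means the concentration at half of the fitted maximal effect; plate controls were vehicle for no effect and reference inhibitor for full effect; nearly all actives have a fitted effect of over 55% in size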
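Purified P. pyralis luciferase (10nM final) with 10uM D-luciferin and 10uM ATP (Km levels) in 50mM Tris acetate pH 7.5, 10mM Mg acetate, 0.01% Tween-20, 0.05% BSA; qHTS 6-point titration, ~60 µM downward; luminescence read.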
NPC1 promoter act – NPC1 promoter activation | 320,000 tested, 2.4% active | Huh7 NPC1 promoter luciferase reporter, 24 h | Potency, µM (series often up to 9.22 µM), for the others: top-dose activation, actives largely listed as activators | AID 485313;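 further: potency means the concentration at half of the fitted maximal effect; % of control where 0% means no effect; nearly all actives have a fitted effect of over 60% in size; reporter is driven by a mutant NPC1 promoter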
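Quantitative HTS used a cell-based reporter: Huh7 cells stably bearing the NPC1 promoter upstream of luciferase were treated with compounds for 24 h, and promoter activation was read as luminescence.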
RORgamma inh – ROR gamma (mouse) transcription inhibition. 310,000 tested, 5.4% active. Potency, µM (titrated, usually from 53.6 µM), for inactives: top-dose activity change, negative = inhibition, actives largely listed as inhibitors. Drosophila S2 Gal4-RORgamma UAS-luciferase reporter, 20 h. AID 2551. P51450; further: potency means the concentration at half of the fitted maximal effect; on the % scale 0 is the no-effect control and ±100 the full control effect; nearly all actives have a fitted effect of over 60% in size
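Drosophila S2 cells stably expressing Gal4-DBD/mouse RORγ fusion under metallothionein promoter plus UAS-luciferase; compound 1 h, then 700 uM CuSO4 induction for 20 h at ambient temperature; inhibition read as reduced luminescence.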
Mito fusion act – mitochondrial division inhibition or fusion activation; S. cerevisiae fusion-defective mutant growth rescue, CellTiterGlo 48 h; Potency, µM (highest dose often 46.1 µM), inactives show top-dose growth rescue (activation), usual class: activators; 320,000 tested, 0.23% active;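 further: potency means the concentration at half of the fitted maximal effect; % of control where 0% means no effect; nearly all actives have a fitted effect of over 45% in size; temperature-sensitive fusion mutants such as fzo1-1 at 37 °C on non-fermentable ethanol glycerol medium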
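Growth-rescue viability read-out: after 48 h at the non-permissive 37C in glycerol/ethanol YPEG, yeast mitochondrial fusion mutants are measured by CellTiterGlo luminescence; compounds (23 nl pinned per well) restoring growth score as division inhibitors or fusion activators.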
Gal4-VP16 FLuc – Gal4-VP16 reporter inhibition counter-screen; 310,000 tested, 3.5% active; Drosophila S2 Gal4-VP16 UAS-luciferase, luminescence, 20 h; Potency, µM (doses to about 53.6 µM), for the others: at the top dose activity, negative = inhibition, most hits filed as inhibitors;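 further: Gal4-VP16 expression switched on by copper sulfate through the metallothionein promoter; potency means the concentration at half of the fitted maximal effect; on the % scale 0 is the no-effect control and ±100 the full control effect; nearly all actives have a fitted effect of over 50% in size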
KCNH2 3.1 inh – KCNH2 3.1 (human) potassium channel inhibition; activity change, % (tested at about 1.8 µM); U2OS KCNH2 3.1, thallium flux FluxOr; stronger effect = lower value; 340,000 tested, 0.95% active; AID 720553;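 active means maximum activity change below -70%; inconclusive means maximum activity change from -70% to -50%; inactive means maximum activity change above -50%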;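 further: thallium influx rate constant from kinetic fluorescence after stimulation buffer; on the % scale 0 is the no-effect control and ±100 the full control effect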
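Measured as rate of thallium-driven FluxOr signal in transduced U2OS cells carrying the 3.1 channel, read kinetically for 2 min upon stimulation; values are rate constants scaled to DMSO control wells.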
An asterisk follows results filed as active; ? = inconclusive; / = no result given; [ ] = remark or other dose. Unless noted, the call rests on the fitted dose curve; in most records, active means well fitted curve in the direction sought with a large enough effect; inconclusive means small, poorly fitted or top-dose-only effect, or another doubt; inactive means no such curve, though single readings can be large; an effect the other way counts as inactive or inconclusive. Some of the compounds tested; count on the stated rates, not on these rows.

SMILES	ELG1 DNA repair	Rab9 prom act	PKM2 activator	MBNL1-CUG inh	Menin MLL FP TR	FLuc counter	NPC1 promoter act	RORgamma inh	Mito fusion act	Gal4-VP16 FLuc	KCNH2 3.1 inh
CCOC(=O)c1c(S(=O)(=O)NCC(=O)Nc2ccccc2OC)c(C)n(C)c1C	7%	0%	/	3%	-11%	1%	-2%	-14%	-3%	-5%	-6
CC(Cc1cccs1)NC(=O)c1cccs1 (centres undefined)	?	?	-3%	-1%	7%	?	28%	0%	5%	2%	10
Cc1ccc(C)c(NC(=O)C2C(c3ccccc3)C2(Cl)Cl)c1 (centres undefined)	-19%	-6%	1%	-2%	15%	11%	-2%	?	3%	-27%	1
O=C(CO/N=C/c1ccccc1OC(F)F)NC1CCCCC1	10%	-3%	-6%	/	-5%	-1%	-1%	-4%[10 µM]	2%	-1%	-4
Cc1ccc(O)c(NC(=O)c2ccc3c(c2)C(=O)N(Cc2cccnc2)C3=O)c1	-1%	-1%	-7%	24%	7%	1.9µM*	1%	?	0%	?	4
Cc1nc(SCCC(=O)O)c2ccccc2n1	3%	7%	0%	?	12%	3%	-2%	27%[0.365 µM]	-6%	/	1
Cc1ncc([N+](=O)[O-])n1CC(=O)N/N=C/c1ccccc1F	3%	-5%	4%	12%	2%	-2%	0%	-26%	1%	11%	8
CC1CN(c2nc3ccccc3cc2-c2ccccc2)CC(C)O1 (centres undefined)	-3%	8%	3%	/	?	-12%	11%	-13%	5%	-2%	-7
O=C(CN1C(=O)NC2(CCCCC2)C1=O)Oc1ccc2c(C(F)(F)F)cc(=O)oc2c1	-4%	3%	/	/	/	2%	-2%	/	4%	/	8
CCn1c(Cc2ccccc2)nnc1SCC(=O)Nc1nc2ccccc2s1	12%	-2%	13%	1%	?	-2%	2%	-28%	-1%	-8%	2
Cc1cc(C)nc(N2CCC(C(=O)NCC3CCCCC3)CC2)n1	-4%	7%	1%	-6%	-12%	-1%	-4%	-10%	-2%	-14%	-1
O=C(Cn1nnc2ccccc21)OCC(=O)c1ccc(F)cc1	-5%	-1%	-4%	/	/	-14%	-5%	4%	0%	-3%	7
C/C=C\C=C/C(=O)Nc1cccc(C2=NOC3(C2)C[C@@H](C(N)=O)N(C(=O)CCCCC)C3)c1 (some centres undefined)	7%	-5%	?	6%	/	13µM*	-39%[inhibitor]	2%	25%	8%	/
COc1ccc(CN2C(=NC(=O)c3ccccc3)SC3CS(=O)(=O)CC32)cc1 (centres undefined)	16%	6%	/	14%	22%	3%	-1%	-14%	0%	-3%	-34
COc1cccc(N2C(=O)CN(Cc3ccccc3)C2=S)c1	8%	-1%	/	-3%	32%[activator]	-1%	-5%	-5%	-6%	-3%	15
COc1ccc(-n2c(C)cc(C(=O)CSc3nn4c(=O)c(C(C)(C)C)nnc4s3)c2C)cc1	-3%	-2%	-2%	0%	2%	?	1%	26%	-4%	-7%	3
C#CCOc1ccc(/C=N/NC(=O)c2cccnc2)cc1OCC	-8%	11%	1%	/	-5%	4%	-1%	22%	0%	-8%	9
Cc1ccc(C)c(NC2=C(Cl)C(=O)OC2OC(=O)c2ccco2)c1 (centres undefined)	8%	1%	-1%	-9%	5%	0%	-1%	11µM*	0%	?	-6
CCCc1noc(-c2ccc(-c3ccccc3)cc2)n1	?	1.6µM*	2%	18%	-6%	1.5µM*	1.6µM*	-28%	-4%	-12%	-26
O=C1CC(c2ccccc2)CCc2sccc2N1 (centres undefined)	-1%	2%	0%	9%	5%	3%	3%	3%	0%	5%	7
O=C(c1ccc([N+](=O)[O-])cc1Cl)N1CCN(c2ccccn2)CC1	0%	-2%	0%	?	/	1%	-1%	18%	-4%	-10%	3
COc1ccc2oc(=O)c(/C(C)=N/NC(=O)c3ccncc3)cc2c1	-3%	-5%	0%	?	-3%	1%	2%	13µM*	-7%	?	-6
N#Cc1c(-c2ccccc2)cc(-c2ccco2)c(C#N)c1N	-6%	3%	-12%	23%	?	-2%	7%	-37%	-2%	1%	/
O=C(OCc1ccc2c(c1)OCO2)c1ccc(S(=O)(=O)N2CCCC2)cc1	-19%	-6%	8.9µM*	0%	-7%	2%	-3%	-23%	5%	4%	0
COc1ccc(OCCCC(=O)Nc2ccc(N3CCOCC3)cc2)cc1	-3%	0%	-1%	0%	-8%	-2%	-2%	14%	-3%	-9%	-1

(list continues)
SMILES	ELG1 DNA repair	Rab9 prom act	PKM2 activator	MBNL1-CUG inh	Menin MLL FP TR	FLuc counter	NPC1 promoter act	RORgamma inh	Mito fusion act	Gal4-VP16 FLuc	KCNH2 3.1 inh
O=C(CN1C(=O)NC2(CCc3ccccc32)C1=O)Nc1cccc(F)c1 (centres undefined)	?	-9%	/	/	/	5%	2%	/	-1%	/	-6
CCOC(=O)CCCNC(=O)COc1ccccc1C#N	-2%	-2%	-3%	11%	1%	1%	3%	-16%	-1%	-1%	2
O=C(Nc1cnccn1)c1cccs1	5%	8%	-14%	-5%	-4%	-4%	6%	-7%	-2%	8%	0
Cc1ccc(F)cc1NC(=O)CN1CCN(Cc2ccccc2)CC1	-20%	-4%	/	8%	?	-1%	-4%	17%	8%	-8%	-12
COCC(C)NCc1cccc([N+](=O)[O-])c1 (centres undefined)	1%	-1%	2%	?	5%	0%	1%	3%	2%	3%	0
O=C(Nc1nnc(C2=COCCO2)o1)c1ccc(S(=O)(=O)N2CCCC2)cc1	-20%	2%	3%	0%	?	-2%	-2%	17%	-1%	-7%	/
O=C(Nc1cccc(C(=O)N2CCN(c3cccc(Cl)c3)CC2)c1)c1ccccc1	?	1%	-5%	1%	-9%	-5%	0%	0%	-1%	-14%	5
CCCc1nc(N2CCN(S(=O)(=O)c3ccc(Cl)cc3)CC2)c2c(C)c(C)sc2n1	?	-8%	1%	2%	-26%	-2%	-7%	0%	5%	2%	-2
Cc1ccc(CCC(=O)Nc2ccc(N(C)C)cc2)o1	6%	11%	-6%	-9%	-3%	?	17%	0.56µM*	-1%	?	-4
COC(=O)c1ccccc1NC(=S)NC(NC(=O)c1ccccc1[N+](=O)[O-])C(Cl)(Cl)Cl (centres undefined)	2%	9%	0%	?	38%[activator]	4%	2%	13µM*	-1%	?	4
C/C(Cc1ccccc1)=N\NC(=O)C1CCCCC1	-11%	-2%	-3%	-1%	1%	-3%	0%	-5%	-2%	1%	-16
Cn1ncc(Cl)c(Oc2ccc(C(C)(C)C)cc2)c1=O	21%	-1%	-1%	/	8%	-5%	0%	-16%	9%	35µM*	-5
O=C(CCCN1C(=O)/C(=C/c2ccccc2)SC1=S)Nc1ccccc1O	3%	-4%	-1%	7%	?	-14%	-9%	4.5µM*	?	?	1
CC(C)c1nc(SCC(=O)N2c3ccccc3CC2C)c2ccccc2n1 (centres undefined)	?	2%	-1%	?	-8%	0%	-1%	-13%	30%	24%	-13
COc1ccc(Cl)cc1CSc1ncn[nH]1	0%	0%	7%	8%	/	-4%	-6%	-21%	8%	0%	-8
O=C(Nc1ccc(COc2ccccc2)cc1)c1cccc([N+](=O)[O-])c1	?	2%	0%	-4%	?	3%	14%	-17%	-3%	-12%	-6
CCC(C)NC(=O)CSc1n[nH]c(=O)n1CCc1ccccc1 (centres undefined)	-2%	-5%	3%	-1%	7%	2%	-2%	-23%	2%	1%	17
O=S(=O)(Nc1ccc(N2CCOCC2)nn1)c1ccccc1	-2%	-3%	14µM*	19%	-2%	-1%	-3%	0%	2%	-1%	15
Cc1cccc(-c2nn(-c3ccccc3)cc2C(=O)NCC(c2cccs2)N2CCOCC2)c1 (centres undefined)	?	2%	/	/	/	?	-1%	/	?	/	-1
O=C(CCC(=O)c1ccccc1)NCc1ccccc1	-6%	-2%	5%	3%	/	-16%	3%	-12%	4%	-2%	17
FC(F)Oc1ccccc1NC(=S)NCc1ccco1	-10%	3%	-7%	1%	-10%	4%	-4%	15%	-6%	3%	-3
COc1ccc(NC(=O)CCCCCN2C(=O)[C@@H]3Cc4ccccc4CN3C2=O)cc1Cl	?	0%	/	-1%	/	0%	-4%	-14%	1%	-1%	-7
COC(=O)NCC(c1ccc2c(c1)OCO2)N1CCN(c2ccc(OC)cc2)CC1 (centres undefined)	3%	4%	-5%	-14%	-21%	3%	-3%	0%	5%	-6%	-5
O=C(C[n+]1cn(C(F)F)c2ccccc21)c1ccc(Br)cc1	?	-1%	13%	2%	1%	?	2%	5%	-2%	-6%	-33
